ERb SRC1 inh: blocks coactivator binding to human estrogen receptor beta. Q92731. TR-FRET ER-beta LBD / SRC1-Cy5 peptide binding; receptor agonist-loaded with 1 µM estradiol. inhibition, % at 25.6 µM. hit rate 1.3% among 86,000;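 active = compounds whose percent inhibition of the receptor-coactivator binding signal exceeds about 50% in the single-dose screen, limit read from the data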;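 note: 0% = receptor plus peptide wells without compound and 100% = peptide-only wells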
HUVEC prolif 384: blocks proliferation of human endothelial cells; AID 648; HUVEC proliferation, CellTiter-Glo luminescence, 72 h; hits give low values; hit rate 1.1% among 86,000; viability, % at 10 µM (by protocol);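 active = viability at or below 30%; inactive = viability above 30%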;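 note: 100% = median luminescence of DMSO-only cell control wells on each plate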
Mac1 fbg enh: enhancers of human CD11b/CD18 binding to fibrinogen | hit rate 0.07% among 93,000 | activation, % at 10 µM | K562 CD11b/CD18 adhesion to fibrinogen, ATPlite luminescence;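 active = 10 µM primary screen giving 50% or more activity, confirmed by 40% or more on retest at that dose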; note: strong numbers were not always called active
Lung fibro prol: blocks proliferation of human lung fibroblasts; LL 47 human lung fibroblast viability, ATP luminescence; hits give low values; viability, % at 10 µM; hit rate 1.1% among 85,000;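 active = viability at or below 50% in the single dose screen; inactive = viability above 50%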;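 note: compound exposure lasted 72 h before the ATP readout; 100% = median luminescence of untreated cell-only wells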
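Benchmarks: Cell-only wells, no compound | Test system: LL 47 human lung fibroblasts, passage 12 or lower | Input: 1,150 cells/well | Measured by: CellTiter-Glo luminescence measuring cellular ATP | Medium: IMEM, 15% FBS supplement | Schedule: Overnight attachment after seeding, then 72 h compound exposure at 37 °C | Doses: Compound addition at 0.1% DMSO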
Smad3 inh: inhibitors of human Smad3 transcription factor binding. P84022. TR-FRET Smad3/Dy647-FoxH1 peptide binding, europium anti-His. inhibition, % at 25 µM. hit rate 0.29% among 88,000;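 active = compounds that reduce the energy-transfer binding signal between the protein and its labelled peptide by more than half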;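 note: 0% = Smad3 plus labelled peptide maximal FRET and 100% = peptide-only background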
Target sequence (P84022 whole entry, looked up): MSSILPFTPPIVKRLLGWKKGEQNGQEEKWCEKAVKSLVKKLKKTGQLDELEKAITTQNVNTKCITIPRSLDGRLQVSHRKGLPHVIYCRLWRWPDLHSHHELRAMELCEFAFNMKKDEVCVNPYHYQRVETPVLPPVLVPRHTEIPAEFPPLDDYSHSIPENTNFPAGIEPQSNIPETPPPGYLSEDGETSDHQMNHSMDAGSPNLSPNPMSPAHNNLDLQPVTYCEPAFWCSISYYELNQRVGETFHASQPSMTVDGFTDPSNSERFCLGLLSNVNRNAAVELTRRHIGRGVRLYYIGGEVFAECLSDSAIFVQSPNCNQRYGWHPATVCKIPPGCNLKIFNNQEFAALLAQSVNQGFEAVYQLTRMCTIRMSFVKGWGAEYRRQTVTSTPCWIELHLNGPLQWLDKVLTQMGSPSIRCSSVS
H69AR growth 86K: blocks growth of human H69AR lung tumor cells; hit rate 6% among 85,000; viability, % at 10 µM; H69AR lung tumor viability, ATP luminescence, 72 h; hits give low values;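 active = viability at or below 40%; inactive = viability above 40%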;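 note: multidrug resistant small cell line overexpressing MRP-1 efflux transporter; 100% = mean luminescence of untreated control wells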
ERa coact pot: ER-alpha (human) coactivator binding potentiation. P03372. TR-FRET ERalpha-LBD/SRC-Cy5 coactivator binding, 2 h; 100 = basal binding, no effect. coactivator binding (% of control), % at 25.6 µM. hit rate 1.3% among 86,000. AID 639; in the data active = activity above about 200%;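 note: binding measured in presence of low estradiol as agonist stimulus; 0% = peptide alone without receptor and 100% = receptor with peptide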
Target sequence (P03372 whole entry, looked up, the tested form may be a part): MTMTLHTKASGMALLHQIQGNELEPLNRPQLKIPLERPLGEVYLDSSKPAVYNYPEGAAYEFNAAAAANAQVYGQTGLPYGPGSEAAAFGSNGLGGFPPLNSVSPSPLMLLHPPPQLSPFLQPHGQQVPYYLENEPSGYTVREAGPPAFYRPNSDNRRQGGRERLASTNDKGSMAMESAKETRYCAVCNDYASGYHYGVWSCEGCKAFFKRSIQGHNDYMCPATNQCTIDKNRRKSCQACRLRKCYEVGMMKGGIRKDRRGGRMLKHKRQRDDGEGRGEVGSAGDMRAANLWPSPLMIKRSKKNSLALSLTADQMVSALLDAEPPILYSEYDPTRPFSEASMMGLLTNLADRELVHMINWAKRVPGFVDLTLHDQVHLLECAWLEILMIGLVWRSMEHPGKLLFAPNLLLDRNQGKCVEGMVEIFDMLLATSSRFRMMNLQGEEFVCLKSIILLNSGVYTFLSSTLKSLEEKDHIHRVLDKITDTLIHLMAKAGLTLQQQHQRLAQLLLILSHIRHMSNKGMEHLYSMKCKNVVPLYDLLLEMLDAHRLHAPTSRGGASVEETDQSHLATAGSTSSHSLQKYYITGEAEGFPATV
MT1-MMP txn act: MT1-MMP promoter transcription activation. HT1080 MT1-MMP promoter luciferase reporter, luminescence, overnight; hits give high values. activation factor at 10 µM. hit rate 0.16% among 86,000. AID 750;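 active = activation factor of at least 2 for MT1-MMP transcription at 10 µM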
ERa SRC1 inh: ER-alpha (human) coactivator binding inhibition | P03372 | TR-FRET ER-alpha LBD / SRC-1 peptide, estradiol-bound | inhibition, % at 25.6 µM | hit rate 1.7% among 86,000 | AID 629; in the data active = inhibition above about 50%;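 note: 0% = receptor plus peptide control and 100% = peptide only without receptor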
An asterisk follows results filed as active; · = not tested or not shown; [ ] = another dose, or the depositor's remark.

SMILES	ERb SRC1 inh	HUVEC prolif 384	Mac1 fbg enh	Lung fibro prol	Smad3 inh	H69AR growth 86K	ERa coact pot	MT1-MMP txn act	ERa SRC1 inh
CCOc1ccc(NC2c3ccccc3C(=O)N2Cc2ccco2)cc1 (centres undefined)	-4[fluorescence artefact?]	107	-2	89	-16	82	86	1.1	-13[fluorescence artefact?]
CCOc1ccc(N=c2scc(-c3ccc(OC)cc3)n2CCO)cc1	1	88	·	80	2	96	97	1.3	4
O=C(Nc1ccccc1)c1ccc2c(c1)OCO2	36	94	-5	102	1	82	98	1.3	11
O=C(Nc1ncc(Cc2ccccc2)s1)c1cccs1	-8	71	-4	81	-2	69	105	1.9	-2
O=C(C1CCN(C2CC(=O)N(c3cccc(Cl)c3)C2=O)CC1)N1CCCCCC1 (centres undefined)	0	112	2	102	7	110	112	1	-2
O=[N+]([O-])c1ccc(Oc2ccc(F)cc2)c2ccncc12	1	54	0	73	0	24*	89[fluorescence artefact?]	·	5
C=CCn1c(NC(=O)c2ccco2)c(S(=O)(=O)c2ccccc2)c2nc3ccccc3nc21	6	94	-1	103	-1	104	111	1.1	2
Nc1nc(CSc2n[nH]c(-c3ccccc3)n2)nc(Nc2ccccc2)n1	-19	77	-2	100	7	64	106	1.1	-3
CCCCCn1c(N)c(-c2nc3ccccc3s2)c2c([N+](=O)[O-])nn(C)c(=O)c21	-3	54	-8	60	6	15*	119	1.1	-3
CCc1ccc(CNC(=O)CN2C(=O)COc3ccccc32)cc1	-10	100	0	87	7	101	120	1.2	-2
NC1CCCCC1N=Cc1c(O)n(CCc2ccc(F)cc2)c(=O)[nH]c1=O (centres undefined)	35[fluorescence artefact?]	78	55	109	6	86	46	1.1	72*[fluorescence artefact?]
Cc1nn(-c2ccccc2)c2nc(-c3ccncc3)cc(C(=O)NCc3ccco3)c12	0	70	-4	92	16	31*	137[fluorescence artefact?]	1.2	4
CSc1nc2ccc(NC(=O)C3CC(=O)N(Cc4ccco4)C3)cc2s1 (centres undefined)	-3	105	-2	101	-4	73	99	1.1	-8
Cc1ccc(C(c2sc3nc(C)nn3c2O)N2CCN(C(=O)c3ccco3)CC2)cc1 (centres undefined)	-7	95	·	105	1	91	97	1.2	-6
O=C(NCc1ccccc1)C1CCN(S(=O)(=O)c2cccc3cccnc23)CC1	-7	95	-1	93	5	98	109	1.1	7
CCOC(=O)CSc1ncnc2c1nnn2-c1ccc(F)cc1	-20	87	-3	97	-7	104	100	0.9	-15
COCc1cc(=O)n2[nH]c(C(F)(F)F)nc2n1	-4	112	-3	106	-6	91	17	1.1	-1
O=C(c1ccc([N+](=O)[O-])cc1)N(Cc1ccc(Br)cc1)N1C(=O)CCCC1=O	1	67	-4	106	-16[fluorescence artefact?]	100	80[fluorescence artefact?]	1	1
CCOC(=O)c1cccnc1SCc1cc(=O)n2ccccc2n1	1	86	-2	89	14	84	105	1.2	-7[fluorescence artefact?]
CCCCn1nnnc1SCC(=O)c1ccc(C)c(C)c1	-3[fluorescence artefact?]	112	-9	108	5	90	106	1.3	7
Cc1cc(Br)c2c(c1)=C(c1sc(N3CCCCCC3)nc1O)C(=O)N=2	50[fluorescence artefact?]	87	78	89	8	65	179[fluorescence artefact?]	1.1	74*[fluorescence artefact?]
CC(C(=O)NCc1cccs1)n1cccc1 (centres undefined)	-2[fluorescence artefact?]	95	-2	107	6	87	103	0.9	2[fluorescence artefact?]
COCCN1Cc2cccc(C(=O)NCc3ccccn3)c2C1=O	-3	101	5	92	7[fluorescence artefact?]	99	108	1.2	8
Cc1nc(SCC(=O)NC(=O)NCc2ccccc2)nc(C)c1C	-7	100	-4	104	16	87	101	1.2	-4
Fc1cccc(CSc2nc3ncccc3[nH]2)c1	-1	106	-5	100	-2	94	122	1.5	4

Entries from the list above that have bromine, in the order listed:
SMILES	ERb SRC1 inh	HUVEC prolif 384	Mac1 fbg enh	Lung fibro prol	Smad3 inh	H69AR growth 86K	ERa coact pot	MT1-MMP txn act	ERa SRC1 inh
O=C(c1ccc([N+](=O)[O-])cc1)N(Cc1ccc(Br)cc1)N1C(=O)CCCC1=O	1	67	-4	106	-16[fluorescence artefact?]	100	80[fluorescence artefact?]	1	1
Cc1cc(Br)c2c(c1)=C(c1sc(N3CCCCCC3)nc1O)C(=O)N=2	50[fluorescence artefact?]	87	78	89	8	65	179[fluorescence artefact?]	1.1	74*[fluorescence artefact?]

(more compounds)
SMILES	ERb SRC1 inh	HUVEC prolif 384	Mac1 fbg enh	Lung fibro prol	Smad3 inh	H69AR growth 86K	ERa coact pot	MT1-MMP txn act	ERa SRC1 inh
CCOc1ccccc1NC(=O)CSc1ncnc2c1oc1ccccc12	41[fluorescence artefact?]	91	-1	89	5	84	274*[fluorescence artefact?]	1	31[fluorescence artefact?]
Cc1ccccc1NS(=O)(=O)c1cc(S(C)(=O)=O)ccc1Cl	4	52	·	105	-5	98	108	1.1	-6
CCCCc1ccc(NC(=O)C2CCCO2)cc1 (centres undefined)	3	90	·	107	-9	107	107	1.5	5
COc1ccccc1NC(=O)C1(C)Cc2ccccc2C(=O)O1 (centres undefined)	31[fluorescence artefact?]	101	9	92	-1	86	90	1.1	9
Cc1ccnc(N2CCC(C(=O)Nc3ccc4c(c3)CCC4)CC2)n1	-5	103	0	98	-7	91	159[fluorescence artefact?]	1.1	1
CN1C(=O)C(=O)N(CC(=O)N2CCc3ccccc32)C1=O	24[fluorescence artefact?]	95	1	100	-9	84	104	·	-5[fluorescence artefact?]
CCc1ccc(OCC(O)CNC(C)(C)C)cc1 (centres undefined)	3	87	4	101	-1	84	107	1.1	1
CCC(C)NC(=O)CSC1=Nc2ccccc2C2=NC(CCC(=O)NCc3ccco3)C(=O)N12 (centres undefined)	-5	104	·	99	-3	91	92	1.1	0
O=C1[C@@H]2CSCN2C(=O)CN1CCc1cccc(F)c1	-7	98	1	103	2	95	104	1.1	-1
COCCCn1c(SCC(=O)Nc2nc3ccccc3s2)nnc1-c1ccoc1C	9[fluorescence artefact?]	88	·	104	-10	83	101[fluorescence artefact?]	1.2	20
CNc1cc(C)nc(-n2nc(C)cc2C)n1	-1	116	1	88	6	75	118[fluorescence artefact?]	1.2	0
CC(C)CNC(=O)c1cc(-c2ccc(Cl)c(Cl)c2)on1	0	115	-2	110	2	102	103	1.4	2
Fc1ccc(CSc2nncn2NCc2ccccc2)cc1	-13	93	·	97	10	101	99	1	-13
CCC(CO)n1cnnc1-c1ccncc1 (centres undefined)	-6	89	-2	106	4	99	132[fluorescence artefact?]	1.2	-4
CCOC(=O)CSc1[nH]c(=O)cc(C)c1C#N	0[fluorescence artefact?]	93	0	100	3	97	109	1.1	13[fluorescence artefact?]
CCOC(=O)N1CCN(C(=O)Nc2sc3nc4n(c(=O)c3c2C)CCC(C)CC4)CC1 (centres undefined)	3[fluorescence artefact?]	61	-1	106	7	78	85	1.2	13
COc1cccc(C2NC(=O)NC(C)=C2C(=O)Nc2ccccc2C)c1 (centres undefined)	-1	101	-3	99	-3	93	114	1.1	-1
O=C(CSc1nnnn1-c1ccc(Cl)cc1)NC(=O)Nc1ccc2c(c1)OCCO2	-5	101	·	99	6	55	131	1.4	-4
Cc1ccc(CSc2nnc(-c3ccco3)o2)cc1	8	117	2	101	-2	109	101	1.6	-3
O=C(CSc1nnc(CN2CCOCC2)n1-c1ccccc1)N1CCc2ccccc21	-1	98	2	91	9	82	109	1.2	1
COc1ccc(N2CCN(Cc3nc4c(c(=O)n(C)c(=O)n4C)n3CC(C)=O)CC2)cc1	-15	93	·	98	19[fluorescence artefact?]	99	96	1.1	-9
CC1CC(C)CN(c2ncnc3c2cnn3-c2ccc(Cl)cc2)C1 (centres undefined)	-7	105	·	91	4	89	97[fluorescence artefact?]	1.4	2
CCOC(=O)C1CCCN(C(=O)CCC(=O)Nc2ccc3nc(N4CCOCC4)cc(C)c3c2)C1 (centres undefined)	0	92	-3	94	6	87	84	1.5	0
CCOC(=O)c1c(CN(CC)CC)oc2ccc(OC)cc12	-4	93	·	104	2	80	110	1.1	9
CCCc1nc2oc3cc(OC)ccc3c(=O)c2c(=O)n1Cc1ccco1	41	117	-2	103	5	82	56[fluorescence artefact?]	1.2	50[fluorescence artefact?]
Next part
SMILES	ERb SRC1 inh	HUVEC prolif 384	Mac1 fbg enh	Lung fibro prol	Smad3 inh	H69AR growth 86K	ERa coact pot	MT1-MMP txn act	ERa SRC1 inh
CCn1c(NCc2ccccn2)nc2ccccc21	-5	99	·	98	6	99	104	1.4	1
CN1CCN(C(=O)c2cc3c(s2)-c2ccccc2S(=O)(=O)C3)CC1	-2[fluorescence artefact?]	100	3	91	5	93	140	1.3	-6
COc1cc(NC(=O)Cn2c(C)cc3ccccc3c2=O)cc(OC)c1OC	28[fluorescence artefact?]	92	2	89	-4	81	83	1	5[fluorescence artefact?]
CCOc1ccc(-c2nnn(CC(=O)NCc3ccc(OC)cc3)n2)cc1OCC	-8	99	0	88	-11	76	138	1.2	1
CCn1cc(Br)c(-c2nc3ccccc3c(=O)n2N)n1	-22[fluorescence artefact?]	83	3	98	5	94	123	1.1	-16
CC1(C)CC(=O)c2cc(C(=O)Nn3cnnc3)c(=O)n(-c3ccccc3)c2C1	0	95	-2	104	-4	·	89	·	3
O=C(NCCc1ccccc1)c1ccc2c(c1)N(Cc1ccccc1)C(=O)CS2=O (centres undefined)	-8	89	-3	91	1	103	136[fluorescence artefact?]	1	-10
COc1ccc(-c2cc(C(F)(F)F)nc(N3CCOCC3)n2)cc1OC	-2	81	·	82	-6	65	108	1.1	11
CCOC(=O)c1ccc2c(c1)N(CC(=O)N1CCCCC1)C(=O)C(C)(C)O2	-7	104	·	92	-1	81	108	1.2	-2
CCOc1ccc2c3c(c(=O)oc2c1OCC)CCCC3	4	109	1	91	-14	77	112	1.2	84*[fluorescence artefact?]
CC(C)NC(=O)CCS(=O)(=O)c1cccc2nonc12	18	90	3	97	0	103	106	1.1	-13
CC(=O)c1cccc(NC(=O)N2CCCC2C(=O)NC2CCCCC2)c1 (centres undefined)	-7	95	2	98	-10	90	103	1.2	8
CCOC(=O)c1cc2sc(C)cc2n1CCCN1C(=O)c2ccccc2C1=O	-13	93	·	101	9	95	97	1	-3
CCC12CN(C(=O)c3ccc(OC)cc3)CC(CC)(CN(C(=O)c3ccc(OC)cc3)C1)C2=O	-9	105	3	100	9	86	125	1	-13
COc1ccccc1N1CCN(C(c2ccc(N(C)C)cc2)c2nnnn2CCc2ccccc2)CC1 (centres undefined)	6	93	·	87	6	85	101	1.2	-3
CSc1nc2nc3c(c(=O)n2[nH]1)CCCC3	-2	99	3	98	-12	103	105	1.2	4
CC1Cc2cc(/C(O)=C3/C(=O)C(=O)N(CCCN(C)C)C3c3ccncc3)ccc2O1 (centres undefined)	-4	101	1	103	1	89	96	1.1	-11
NS(=O)(=O)c1ccc(NC(=O)C2CCCN(S(=O)(=O)c3ccc(F)cc3)C2)cc1 (centres undefined)	3	94	·	103	-12	86	97	1.2	-10
O=C(N1CCOCC1)N(CCN1CCOCC1)Cc1cccc2ccccc12	-15	97	2	99	11	87	104	1.2	0
Cc1c(C(=O)Nc2ccccc2)sc2nc(-c3ccccc3)cn12	-1[fluorescence artefact?]	85	0	109	6	57	100	·	4
O=C(OCC(F)(F)C(F)F)c1ccccc1C(=O)Oc1ccc(F)cc1F	5	98	-2	97	3	95	101	1.1	7
O=C1CCCCN1CCc1c[nH]c2ccccc12	10	94	·	93	-1	88	111	1.6	0

Entries above that bear a hit mark in ERa coact pot.
Compound	ERb SRC1 inh	Mac1 fbg enh	Smad3 inh	ERa coact pot	MT1-MMP txn act	ERa SRC1 inh
CCOc1ccccc1NC(=O)CSc1ncnc2c1oc1ccccc12	41[fluorescence artefact?]	-1	5	274*[fluorescence artefact?]	1	31[fluorescence artefact?]

Assay outcomes from PubChem.

Only part of the results is shown. The share of hits here may be higher or lower than overall.
